Screens: PubChem, National Center for Advancing Translational Sciences (NCATS)
FEN1 inh: inhibitors of human flap endonuclease 1; AID 588795; Potency, µM (doses to about 114 µM), for the others: at the top dose activity change, negative = inhibition, usual class: inhibitors; Recombinant FEN1 flap cleavage, fluorescence, 15 min; actives 0.35% (n = 390,000); further: nearly all actives have a fitted effect of over 65% in size
Target sequence (P39748 whole entry, looked up): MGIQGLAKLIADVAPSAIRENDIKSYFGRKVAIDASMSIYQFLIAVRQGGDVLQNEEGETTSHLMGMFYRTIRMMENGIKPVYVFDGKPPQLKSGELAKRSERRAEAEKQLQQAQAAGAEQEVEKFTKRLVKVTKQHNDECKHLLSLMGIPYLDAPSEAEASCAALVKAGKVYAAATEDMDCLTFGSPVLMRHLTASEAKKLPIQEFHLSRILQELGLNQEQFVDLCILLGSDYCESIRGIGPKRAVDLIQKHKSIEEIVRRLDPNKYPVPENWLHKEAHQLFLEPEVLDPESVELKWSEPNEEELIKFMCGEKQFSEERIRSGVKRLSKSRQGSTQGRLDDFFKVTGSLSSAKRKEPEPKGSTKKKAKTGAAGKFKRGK
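Compounds are tested as a concentration series against 10 nM FEN1; after a 15 min room-temperature preincubation, 50 nM substrate starts cleavage, with plate reads at 0 and 15 min. Normalized responses are fitted by a Hill equation.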
N370S GC: inhibitors or activators of N370S glucocerebrosidase for Gaucher disease; AID 2101; actives 0.092% (n = 330,000); N370S GC spleen homogenate, 4MU-glucoside fluorescence; P04062; Potency, µM (highest dose often 59.4 µM), inactives show top-dose activity change, negative = inhibition, hits mostly inhibitors;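 further: 0% = full enzyme activity and -100% = no enzyme basal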
TDP1 block: blocks human tyrosyl-DNA phosphodiesterase 1; Q9NUW8; Potency, µM (series often up to 130 µM), without a hit: at the highest dose activity change, negative = inhibition, actives largely listed as inhibitors; recombinant TDP1, AlphaScreen DNA substrate cleavage; AID 485290; actives 0.28% (n = 350,000); further: nearly all actives have a fitted effect of over 40% in size
Target sequence (Q9NUW8 whole entry, looked up): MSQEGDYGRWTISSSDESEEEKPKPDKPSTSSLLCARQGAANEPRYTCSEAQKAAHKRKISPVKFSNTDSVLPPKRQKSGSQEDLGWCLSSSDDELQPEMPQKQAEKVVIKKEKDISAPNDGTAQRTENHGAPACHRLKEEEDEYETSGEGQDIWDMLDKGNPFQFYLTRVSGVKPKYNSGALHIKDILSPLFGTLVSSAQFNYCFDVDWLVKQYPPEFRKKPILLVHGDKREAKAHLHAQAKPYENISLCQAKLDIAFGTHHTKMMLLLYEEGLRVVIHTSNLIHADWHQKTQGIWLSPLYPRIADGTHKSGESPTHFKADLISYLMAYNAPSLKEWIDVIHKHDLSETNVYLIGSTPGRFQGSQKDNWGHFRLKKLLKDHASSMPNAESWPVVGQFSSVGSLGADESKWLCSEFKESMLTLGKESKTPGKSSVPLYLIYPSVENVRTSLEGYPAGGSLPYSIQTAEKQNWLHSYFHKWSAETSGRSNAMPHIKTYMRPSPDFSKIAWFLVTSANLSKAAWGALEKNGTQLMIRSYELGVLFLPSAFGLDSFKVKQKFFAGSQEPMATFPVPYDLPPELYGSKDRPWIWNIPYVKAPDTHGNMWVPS
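Steps: enzyme plus compound, 15 min RT; add biotin/phosphotyrosine-FITC oligonucleotide (15 nM final), react 5 min; add donor/acceptor beads (10 ug/ml final), 10 min; read AlphaScreen. Tdp1 at 1 nM final.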
* marks the source's active call; other numbers are inactive results; ? = inconclusive; · = no result given; & = joins results of further samples; [ ] = dose if it differs, or a comment. The call rests on the fitted dose curve; in most records, active means well fitted curve in the direction sought with a large enough effect; inconclusive means small, poorly fitted or top-dose-only effect, or another doubt; inactive means no such curve, though single readings can be large; an effect the other way counts as inactive or inconclusive. Unless noted, on the % scale 0 is the no-effect control and ±100 the full control effect; potency means the concentration at half of the fitted maximal effect.

Below each SMILES – N370S GC | TDP1 block | FEN1 inh
> COc1cccc(NC(=O)c2ccc(NCCCN3CC(C)CC(C)C3)c([N+](=O)[O-])c2)c1 (stereo not drawn)
→ -9% | 2% | -4%
> CCc1ccc(OCC(=O)Nc2ccc3c(c2)OCCO3)cc1
→ 1% | 3% | ?
> COc1ccccc1N(CC(=O)NC(C)(C)C)C(=O)CCC(=O)Nc1nccs1
→ 0% | · | -3%
> NS(=O)(=O)OCC1CCCCC1
→ -17% | · | 6%
> COc1ccc(CNS(=O)(=O)NCc2ccc(OC)c(OC)c2)cc1
→ -1% | -3% | -6%
> N#Cc1c(-c2ccc(F)cc2)ccnc1N1CCOCC1
→ 7% | 5% | 10%
> O=C(COc1ccc([N+](=O)[O-])cc1)Nn1cnnc1
→ -16% | 8% | -3%
> COc1ccc(/C(C)=N/NC(=O)CNC(=O)COc2ccccc2)c(OC)c1
→ -1% | 1% | 2%
> Cc1ccc(Cl)cc1NC(=O)CSc1nnc(C)n1-c1ccccc1
→ 30% | 1%[56.1 µM] | 0%
> COc1ccc(C2(Nc3cccc(C(=O)O)c3C)C(=O)c3ccccc3C2=O)cc1
→ · | 3% | -1%
> CCC(C)(C)c1ccc(OCCCC[n+]2cccc(C)c2C)c(C(C)(C)CC)c1
→ ? | 2% | 0%
> Cc1ccccc1CNC(=O)c1ccc(Cl)c([N+](=O)[O-])c1
→ 9% | 6% | -3%
> Cc1cc(O)c(C(C)C)cc1NC(=O)c1cccc(Cl)c1
→ 22% | 6% | -6%
> CCN(CC)C(=O)C1CCC(C)(C(=O)O)C1(C)C (stereo not drawn)
→ -1% | 6% | 1%
> COc1ccc(NC(=O)CNC(=O)Cn2ccc3ccccc3c2=O)c(OC)c1
→ -3% | 1%&6% | 12%&8%
> O=c1c(-c2ccccc2)nc(-c2ccccc2)cn1O
→ 23% | 3% | -9%
> O=C(c1cccc(NS(=O)(=O)c2ccc(F)c(F)c2)c1)N1CCN(Cc2ccccc2)CC1
→ -6% | 2% | 3%
> COC(=O)c1c(NC(=O)c2ccccc2F)sc(C(=O)N2CCOCC2)c1C
→ -20% | · | 14%
> O=C(c1cc2ccccc2oc1=O)N1CCN(c2ccccn2)CC1
→ 25% | 0% | 3%
> S=C(c1ccc(-c2cccc(Cl)c2)o1)N1CCCCC1
→ 11% | 8% | -12%
> Cc1nc2ccc(NC(=O)CS(=O)(=O)c3ccc(F)cc3)cc2s1
→ -21% | 5% | 1%
> Cc1cccc(OCc2nnc(SCn3nnc4ccccc4c3=O)o2)c1
→ 11% | -4% | -1%
> CC12C(=O)N(c3ccccc3)C(=O)C1C(c1ccccc1)N1CCCN12 (stereo not drawn)
→ 7% | -5% | 7%
> CCOc1ccc(-n2c(C)nc3c(cnn3-c3ccc(C)cc3)c2=O)cc1
→ · | 0% | -6%
> Nc1ccc(C(=O)OCC(=O)N2CCc3ccccc3C2)cc1[N+](=O)[O-]
→ 18% | 2% | -3%
> Cc1ccc(C(=O)Nc2nc3c(s2)CCCC3)o1
→ 24% | 2% | 8%
> Nc1nn2c(C(F)(F)F)cc(=O)[nH]c2c1N=Nc1cccc(F)c1
→ -2% | 10% | -3%
> CCOc1cc(/C=N/NC(=O)c2ccncc2)cc(Cl)c1OS(C)(=O)=O
→ 10% | 4% | 5%
> O=S(=O)(Nc1cccc(Cl)c1)c1ccc(-n2cccn2)cc1
→ 1% | · | -23%
> CCCN1CCN(CCCNC(=O)Cn2c(-c3cccs3)cc3ccccc32)CC1
→ · | -5% | -10%

Gathered by group: the entries above containing a thiophene ring, fused or not
Below each SMILES – N370S GC | TDP1 block | FEN1 inh
> COC(=O)c1c(NC(=O)c2ccccc2F)sc(C(=O)N2CCOCC2)c1C
→ -20% | · | 14%
> CCCN1CCN(CCCNC(=O)Cn2c(-c3cccs3)cc3ccccc32)CC1
→ · | -5% | -10%

Following part.
Below each SMILES – N370S GC | TDP1 block | FEN1 inh
> O=C(Cn1c2ccc(F)cc2c2nc3n(c(=O)c21)CCS3)Nc1ccccc1F
→ 2% | -1% | ·
> CCCCS(=O)(=O)N1CCCC(C(=O)NCCc2ccccc2)C1 (stereo not drawn)
→ -2% | 1% | -8%
> CN(C)Cc1nc2ccccc2c(=O)n1CC#N
→ 5% | 1% | -2%
> CC(=O)NC12CC3CC(C1)CC(C(=O)N(C)Cc1cccc(Cl)c1Cl)(C3)C2
→ -2% | 8% | -6%
> O=C(CCNC(=O)c1ccc(Br)cc1)NCC1COc2ccccc2O1 (stereo not drawn)
→ -1% | 5%[56.1 µM] | 46%[activator]
> CCOC(=O)C(Cc1ccccc1)NC(=O)CCc1c(C)nc2c(c(C)nn2-c2ccc(C)c(C)c2)c1C (stereo not drawn)
→ · | 6% | 10%
> COc1ccc(C2CC(=O)NC(NC(=O)c3ccc(Br)cc3)=N2)c(OC)c1OC (stereo not drawn)
→ · | 1% | 15%
> COc1ccc(C(=O)Nc2ccc3c(c2)C(=O)c2ccccc2C3=O)cc1OC
→ -16% | 0% | -15%
> COc1ccccc1Oc1ccc(N2CC(C(=O)OCC(=O)c3ccccc3)CC2=O)cc1 (stereo not drawn)
→ -15% | 4% | -15%
> O=C(C1=NN[C@@H]2C(=O)N(c3cccc(C(F)(F)F)c3)C(=O)[C@H]12)C(c1ccccc1)c1ccccc1
→ ? | 4% | 0%
> O=C(Nc1ccc([N+](=O)[O-])cc1)c1cc(Cl)sc1Cl
→ ? | 3% | -14%
> CC(C)(C)C(=O)O/N=C(\N)c1ccc(Oc2cc(Cl)cc(Cl)c2)c([N+](=O)[O-])c1
→ 8% | 6% | -1%
> NC(=O)c1cccn1-c1ncc(C(F)(F)F)cc1Cl
→ -2% | -9% | -11%
> CCOC(=O)c1sc(NC(=O)c2ccccc2F)c(C(N)=O)c1C
→ 14% | -3% | -5%
> O=C(CNC(=O)N1CC(=O)Nc2ccccc21)Nc1ccc(F)c(Cl)c1
→ -9% | 10% | -8%
> Cc1ccc2nc(-c3ccc(-c4cccc(Cl)c4)cc3)c(NCc3ccccc3)n2c1
→ ? | 6% | -1%
> O=[N+]([O-])c1cc([N+](=O)[O-])c(Oc2cc(F)ccc2F)cc1NN1CCCCC1
→ 5% | · | 4%
> CCCN(CC(=O)Nc1ccccc1OC)C(=O)CCC(=O)c1ccc(OCC)cc1
→ · | 1% | -13%
> COC(=O)c1ccc(CSc2nnc(Nc3ccccc3OC)s2)o1
→ 3% | 9% | 3%
> CCC[C@@H](CN1CCC[C@H]1CN1C(N)=NC[C@H]1CC(C)C)N1C[C@@H](Cc2ccccc2)N(CCc2ccc(Cl)c(Cl)c2)C1=N
→ · | 1% | -21%
> COc1cc(/C(C)=N/NC(=O)CSc2nncn2C)ccc1OCc1ccccc1Cl
→ 0% | 0% | 1%
> O=C1c2ccccc2C(=O)N1CCCc1nc2ccccc2c(=O)n1CCCn1ccnc1
→ -5% | 2% | -8%
> Cc1ccnc(NS(=O)(=O)c2cc(C(F)(F)F)ccc2Cl)c1
→ 9% | 6% | ·
> O=C(Nc1ccccc1C(=O)Nc1ccc(Br)cn1)c1ccccc1Cl
→ · | 1% | ?
> CCOc1ccc(OCCC(=O)N(CC)CC(=O)Nc2c(F)cccc2F)cc1
→ · | 0% | 9%
> CCc1ccccc1NC(=O)CCn1nc(C)c2c(C)n(-c3ccccc3)nc2c1=O
→ · | 8% | 22%
> COc1ccc(S(=O)(=O)N2CCN(c3ccccc3OC)CC2)cc1
→ 4% | 12% | 0%&4%
> COc1ccccc1Nc1nc(C)cs1
→ 3%&-9% | 6%&9% | 2%&-4%
> CCn1c(SCC(=O)Nc2nc(C)cs2)nnc1-c1ccncc1
→ -2% | · | -7%
> CCN(CC(=O)Nc1c(F)cccc1F)C(=O)CCNS(=O)(=O)c1ccc(C)c(C)c1
→ 0% | -8%[0.505 µM] | 2%

Two compounds from above, limited to TDP1 block and N370S GC:
canonical_smiles | TDP1 block | N370S GC
COc1ccc(S(=O)(=O)N2CCN(c3ccccc3OC)CC2)cc1 | 12% | 4%
COc1ccccc1Nc1nc(C)cs1 | 6%&9% | 3%&-9%

The results go on:
Below each SMILES – N370S GC | TDP1 block | FEN1 inh
> CC(NC(=O)C1CCN(c2nnc(N3CCCC3=O)s2)CC1)c1ccccc1 (stereo not drawn)
→ 1% | · | 1%
> CC(=O)OC[C@@H]1O[C@@H](O/N=C2/C[C@@H](O)[C@@H](O)[C@@H]3[C@@H]4C(=O)N(C[C@@H]5CCCO5)C(=O)[C@H]4CC[C@H]23)[C@H](OC(C)=O)[C@H](OC(C)=O)[C@@H]1OC(C)=O
→ 8%[12.8 µM] | 2%[21 µM] | ·
> CC(=O)c1nn(-c2cccc(Br)c2)cc1C(=O)c1ccccc1
→ 6% | 2% | -1%
> O=C(NC1CCS(=O)(=O)C1)c1cccc(S(=O)(=O)N2CCCCC2)c1 (stereo not drawn)
→ 3% | 3% | -13%
> N#C/C(=C\C=C\c1ccccc1)c1nc(-c2ccc(Cl)cc2)cs1
→ -4% | -3% | 11%
> CC(C)(C)NC(=O)N1CCN(c2nc(-c3ccccc3)ns2)CC1
→ 2% | 0% | 3%
> CCC(=O)NC(=S)Nc1ccc(NC(=O)c2ccco2)c(OC)c1
→ 19% | 0% | 16%
> O=C(CCCOc1ccc(Cl)cc1)Nc1ccc(N2CCOCC2)cc1
→ 25% | -3% | 4%
> Cc1nn(Cc2ccc(F)cc2)c2sc(C(=O)Nc3ccccc3N3CCOCC3)cc12
→ 4% | 5% | -17%
> Cc1ccc(S(=O)(=O)N(CC(=O)Nc2ccc3c(c2)OCO3)c2ccc(C)c(Cl)c2)cc1
→ · | -11%[12.3 µM] | ?
> COc1cc(Br)c(C(C)NC(=O)c2ccccc2)cc1OC (stereo not drawn)
→ 23% | -2% | 27%
> CCCc1cc(C(=O)NNC(=S)NCC2CCCO2)cs1 (stereo not drawn)
→ -1% | -3% | 1%
> Nc1ccc(S(=O)(=O)N2CCCC2)cc1
→ 3% | 2% | -7%
> N#Cc1ccccc1NC(=O)CNc1cc(S(=O)(=O)N2CCOCC2)ccc1NCC1CCCO1 (stereo not drawn)
→ -4% | 0% | -4%
> COc1ccc(C2=NN(C(=O)CCC(=O)O)C(c3ccc(OC)c(OC)c3)C2)cc1 (stereo not drawn)
→ -8% | 1% | -4%
> CC(c1nc2ccccc2o1)N1C(=O)c2ccccc2C1=O (stereo not drawn)
→ -5% | -2% | -4%
> O=[N+]([O-])c1ccccc1OCCNCc1ccccc1
→ 3% | · | 3%
> CCOC(=O)c1c(-c2ccccc2)csc1NC(=O)COc1ccc2c(C)cc(=O)oc2c1
→ 5% | 0% | -2%
> CCC1Nc2ncnc(N3CCCCC3)c2N(Cc2ccccc2)C1=O (stereo not drawn)
→ 2% | 1% | 8%
> COC(=O)CC1C(=O)NCCN1C(=O)c1cc([N+](=O)[O-])ccc1Cl (stereo not drawn)
→ 0% | 6% | 2%
> CCOC(=O)N1CCN(c2cc(=O)n(Cc3ccc(F)cc3)c(=O)[nH]2)CC1
→ -6% | -3% | -1%
> O=C(O)CC1S/C(=N\N=C2CCCCCCC2)N(c2ccccc2)C1=O (stereo not drawn)
→ 1% | -1% | 5%
> CCOc1ccc(NC(=O)C(C)n2c(=O)cc(-c3ccccc3)c3c(C)nn(C)c32)cc1 (stereo not drawn)
→ · | -2% | 3%
> COc1cc(Nc2c3ccccc3nc3ccccc23)cc(OC)c1OC
→ ? | · | ?
> Cc1ccc2c(c1)[C@@H]1CN(C)CC[C@@H]1N2S(=O)(=O)c1ccc([N+](=O)[O-])cc1
→ 13% | -7% | 4%
> COc1ccc(NC(=O)CCC(=O)Nc2nnc(C3CCCCC3)s2)c(OC)c1
→ 5% | 2% | 19%
> CCC(CC)C(=O)N1N=C(c2ccc(NS(C)(=O)=O)cc2)CC1c1ccccc1 (stereo not drawn)
→ ? | · | -5%
> Cc1cc2ncn(/N=C/c3ccc4c(c3)OCO4)c2cc1C
→ 7% | 2% | 12%
> COc1cc(NC(=O)CCC(=O)Nc2ccc3nc(N4CCOCC4)cc(C)c3c2)cc(OC)c1OC
→ -8% | 14% | -12%
> COc1ccc(CC(=O)NCC2CCCN(Cc3ccc(F)cc3F)C2)cc1 (stereo not drawn)
→ -1% | · | -12%
> Cn1c(=O)[nH]c(=O)c2c1[nH]c(=S)n2Cc1ccccc1
→ -6% | · | -17%
> O=C(C[C@@H]1C/C=C\C[C@H](Cc2ccc(F)cc2)C(=O)OCCNC1=O)NCCO
→ · | 0% | 21%
> Cc1ccc(C)c(-n2c(Cc3cc(=O)[nH]c(=O)[nH]3)nnc2SC(C)C)c1
→ 1% | -2% | 39%[activator]
> CC(=O)N(C(C)=O)c1c(N2CCOCC2)c2ccccc2oc1=O
→ 5% | 4% | -1%
> Cc1cc(=O)oc2cc(OCC(=O)NCCc3ccccc3)ccc12
→ 0% | · | 2%
> COc1ccc(OCC(O)CNc2ccc(Br)cc2)cc1 (stereo not drawn)
→ -4% | -2% | -15%
> Cc1onc(-c2ccccc2)c1C(=O)N(Cc1ccccc1)C(C)C
→ -8% | · | 9%
